MazEF act = increases E. coli MazEF RNase cleavage of RNA; 0.32% of 350,000 active; activation, % at 20 µM; FAM/BHQ RNA-DNA oligo cleavage fluorescence, 5 h; P0AE70; in the data active = activation above about 50%
PfHsp40 yeast = compounds rescuing yeast from Plasmodium falciparum HSP40 toxicity | S. cerevisiae expressing PfHsp40, growth rescue, ATP luminescence | growth rescue, % at 12.5 µM | 0.68% of 340,000 active | AID 504582; in the data active = growth rescue above about 28%, passing the limit was not always enough;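 note: yeast W303a lacking pdr1 and pdr3 grown in galactose medium; growth measured after three days at 30 °C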
3CLpro inhibitor = SARS-CoV 3CLpro protease inhibition; inhibition, % at 6 µM; AID 1706; 0.14% of 290,000 active; P0C6X7; recombinant SARS-CoV 3CLpro, quenched FRET peptide cleavage; in the data active = inhibition above about 12%
Rv3671c protease = inhibitors of M. tuberculosis serine protease Rv3671c; 0.048% of 320,000 active; AID 2606; inhibition, % at 5.96 µM; P9WHR9; in the data active = inhibition above about 38%;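 note: extracellular domain of Rv3671c used as enzyme; 0% = enzyme with DMSO and 100% = no enzyme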
SSB-PriA inh = inhibitors of Klebsiella pneumoniae PriA binding to SSB C-terminal tail | AlphaScreen SSBct-PriA binding, biotinylated peptide | inhibition, % at 33 µM | 0.6% of 430,000 active; in the data active = inhibition mostly above about 37%, no sharp cut-off; inactive = mostly below about 20%;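 note: plate controls were negative control peptide for no effect and reference peptide for full effect; strong numbers were not always called active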
VHR inh abs = DUSP3 (human) phosphatase inhibition; recombinant VHR phosphatase, pNPP absorbance; inhibition, % at 13.3 µM; 0.52% of 290,000 active; AID 1654; in the data active = inhibition above about 50%; note: some compounds called inactive have numbers as strong as hits
Target sequence (P51452 whole entry, looked up): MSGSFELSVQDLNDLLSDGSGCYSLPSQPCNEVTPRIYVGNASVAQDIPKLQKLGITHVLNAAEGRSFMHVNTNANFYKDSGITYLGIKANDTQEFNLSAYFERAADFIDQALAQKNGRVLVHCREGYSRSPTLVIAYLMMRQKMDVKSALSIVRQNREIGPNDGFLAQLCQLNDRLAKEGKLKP
Anthrax LF inh2 = blocks Bacillus anthracis lethal factor protease. P15917. AID 588501. inhibition, % at 10 µM. multiplex microsphere protease cleavage assay, LF. 0.12% of 360,000 active; in the data active = inhibition above about 30%; note: plate controls were buffer without enzyme for full effect and enzyme alone for no effect
Target sequence (P15917 whole entry, looked up): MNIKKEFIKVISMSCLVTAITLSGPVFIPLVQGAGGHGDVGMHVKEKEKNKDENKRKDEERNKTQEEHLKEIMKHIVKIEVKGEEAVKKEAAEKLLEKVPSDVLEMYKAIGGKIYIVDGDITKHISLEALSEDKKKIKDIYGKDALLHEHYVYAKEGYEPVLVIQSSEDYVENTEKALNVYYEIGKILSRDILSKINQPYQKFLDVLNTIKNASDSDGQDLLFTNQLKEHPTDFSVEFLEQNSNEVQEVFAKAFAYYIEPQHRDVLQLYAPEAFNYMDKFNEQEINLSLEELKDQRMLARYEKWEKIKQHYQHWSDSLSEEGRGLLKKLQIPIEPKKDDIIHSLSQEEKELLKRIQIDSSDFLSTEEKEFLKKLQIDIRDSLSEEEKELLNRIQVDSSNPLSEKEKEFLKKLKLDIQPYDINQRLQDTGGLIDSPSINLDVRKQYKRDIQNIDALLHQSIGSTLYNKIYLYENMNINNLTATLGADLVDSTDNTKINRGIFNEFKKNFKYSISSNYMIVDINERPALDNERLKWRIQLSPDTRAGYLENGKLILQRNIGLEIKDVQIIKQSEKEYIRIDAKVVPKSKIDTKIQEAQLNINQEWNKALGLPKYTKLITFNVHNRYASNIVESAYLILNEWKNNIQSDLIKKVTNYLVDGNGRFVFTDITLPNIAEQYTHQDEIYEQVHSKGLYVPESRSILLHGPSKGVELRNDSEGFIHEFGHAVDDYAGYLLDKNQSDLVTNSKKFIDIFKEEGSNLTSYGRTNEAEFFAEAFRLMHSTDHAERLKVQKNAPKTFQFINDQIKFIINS
Y pestis TopoI = blocks Yersinia pestis topoisomerase I activity. Y. pestis Topo-I cleavage product accumulation, plate reader. 0.064% of 360,000 active. activity, % at 10 µM; in the data active = activity above about 50%, passing the limit was not always enough; note: inactives centre near 2
TcdB GH inh = inhibitors of Clostridioides difficile toxin B glycohydrolase. P18177. TcdB glycohydrolase enzymatic assay, plate reader. inhibition, % at 9.99 µM. 0.24% of 350,000 active; in the data active = inhibition above about 10%
BH1578 lux ind = quorum light induction in luxS cqsA deficient V. cholerae; V. cholerae BH1578 lux reporter, luminescence, 6 h; activation, % at 18.7 µM; 0.16% of 350,000 active; AID 588436; in the data active = activation mostly above about 9.7%, no sharp cut-off; note: not every result past the cut was called active; inactives centre near 0; reference of the scale not given here
An asterisk follows results filed as active; i = inactive; · = no result given; & = joins results of further samples. This is a subset; rates above refer to the full screens.

SMILES	MazEF act	PfHsp40 yeast	3CLpro inhibitor	Rv3671c protease	SSB-PriA inh	VHR inh abs	Anthrax LF inh2	Y pestis TopoI	TcdB GH inh	BH1578 lux ind
O=C(NCc1ccco1)Oc1ccccc1	2	-0.2	0	-1	7	7	-1	-5	·	i
Cn1ncc(Cl)c1C(=O)N1CCN(c2cccc(Cl)c2)CC1	4	-0.5	-1	-8	0	24	0	16	0.1	-0.2
CCC(C)(C)C1CCC(NC(=O)N2CCN(c3ccccc3O)CC2)CC1 (stereo not drawn)	2	-0.5	1	4	-3	-20	23	-4	1.5	-0.1
CSc1cccc(NC(=O)COC(=O)C2(c3ccccc3)CC2)c1	3	0.9	·	-4	-8	·	-5	21	1.4	i
Cc1ccccc1NCC(=O)N/N=C\c1ccc([N+](=O)[O-])s1	6	406*	1	3	·	8	-1	-17	·	-0.3
CCn1c(C)[n+](CCOC(C)=O)c2cc(Cl)c(Cl)cc21	0	-1.3	-3	5	-10	7	-4	6	0.6	i
CS(=O)(=O)N1CCC2CC1c1cc(-c3ccccc3)ccc12 (stereo not drawn)	9	0.5	·	·	-17	·	1	8	1.2	i
COc1cccc(/C=N/Nc2nc(-c3cccnc3)nc3ccccc23)c1	11	-0.3	-2	-28	i	-10	-8	-4	7.0	-1.3
COc1cccc(C(=O)/C=C/Nc2cc(C)ccc2O)c1	8	-0.7	6	4	·	-5	-2	-10	·	i
Cc1cccc(NS(=O)(=O)c2cnc[nH]2)c1	3	-0.9	-3	4	9	40	1	-3	·	-0.2
CC(=O)N1CCc2cc(S(=O)(=O)NCCC(=O)N3CCN(Cc4ccccc4)CC3)ccc21	3	2.0	-3	-10	-7	0	-17	-7	·	-0.4
CC1Cc2cc(/C(O)=C3/C(=O)C(=O)N(CC4CCCO4)C3c3ccco3)ccc2O1 (stereo not drawn)	3	-0.6	1	-2	·	37	-1	2	·	i
COCCN(C(=O)COC(=O)COc1ccc2ccccc2c1)c1c(N)n(Cc2ccccc2)c(=O)[nH]c1=O	9	-1.5	·	·	-13	·	6	6	0.3	-0.3
COc1cccc(C(C#N)N2CCCCC2)c1O (stereo not drawn)	3	0.3	1	8	-22	-12	1	-10	·	i
CCOC(=O)c1nnc(-c2ccccc2)o1	12	-0.6	1	-3	-9	14	-6	2	·	-0.4
COc1ccc(OC)c(-c2csc(NC(=O)CSc3ccc([N+](=O)[O-])cc3)n2)c1	9	2.7	-2	-46	33	-2	-1	-6	-0.9	-0.5
CN(C)c1ccc(CNn2cnnc2SCC(=O)NC(C)(C)C)cc1	1	-0.4	-3	3	5	24	-2	-3	-3.8	-2.0
CC(=O)c1nc2ccccc2n1Cc1ccccc1	10	0.7	-2	-3	-1	·	-2	-2	2.0	i
Cc1ccc(/C=C/C(O)=C2/C(=O)N(C)C3(C)CC2c2ccccc2O3)cc1 (stereo not drawn)	7	-2.0	1	-16	-13	10	6	3	·	-0.3
O=C(NCCN1CCCCC1)c1ccc(=O)oc1	8	1.0	-1	-10	-21	-3	0	2	·	-0.5
CC(C)[C@H](NC(=O)c1ccccc1Cl)C(=O)OCC(=O)N1CCCCC1	6	-1.7	·	0	-11	·	0	-1	1.0	11
c1nnc(NC2=NCCC2)s1	2	-1.0	5	-5	-6	-11	6	0	·	-0.3
CCc1ccccc1-n1c(-c2ccncc2)n[nH]c1=S	-1	0.4	-3	-1	-3	-2	-3	-1	2.4	-0.2
O=C(/C=C/c1ccc(F)cc1)NC(Cc1c[nH]c2ccccc12)C(=O)O (stereo not drawn)	1	-0.6	5	10	4	-2	-5	-9	1.2	i
COc1cc(NS(=O)(=O)c2ccc(NC(=O)C3CCCO3)cc2)nc(OC)n1 (stereo not drawn)	5	-0.2	4	3	-10	12	-3	-8	·	2.0

Filtered by structure, those above containing a furan ring, fused or not (two)
SMILES	MazEF act	PfHsp40 yeast	3CLpro inhibitor	Rv3671c protease	SSB-PriA inh	VHR inh abs	Anthrax LF inh2	Y pestis TopoI	TcdB GH inh	BH1578 lux ind
O=C(NCc1ccco1)Oc1ccccc1	2	-0.2	0	-1	7	7	-1	-5	·	i
CC1Cc2cc(/C(O)=C3/C(=O)C(=O)N(CC4CCCO4)C3c3ccco3)ccc2O1 (stereo not drawn)	3	-0.6	1	-2	·	37	-1	2	·	i

New compounds follow:
SMILES	MazEF act	PfHsp40 yeast	3CLpro inhibitor	Rv3671c protease	SSB-PriA inh	VHR inh abs	Anthrax LF inh2	Y pestis TopoI	TcdB GH inh	BH1578 lux ind
CCOc1ccc(Cn2c3ccc(OC)cc3c3nc4ccccc4nc32)cc1	65*	-0.3	0	-3	-20	11	2	-1	2.6	1.3
O=C(N1CCOCC1)C12CCC3CC(CC(C3)C1)C2	1	0.9	0	0	5	25	-7	3	·	i
CCCn1c(=O)c(C(=O)Nc2ccccc2C(=O)OCC)c(O)c2ccccc21	0	0.7	-2	3	-11	8	-1	-2	-0.4	-0.4
Cc1ccccc1-n1nnnc1SCC(C)C	-15	0.2	5	-13	-18	22	-3	-8	-0.7	-0.7
O=C(Nc1ccccc1N1CCOCC1)c1cc2c(s1)CCCCC2	0	73*	2	-7	6	33	-4	3	1.6	-0.2
O=C(Nc1nccs1)c1cc(-c2ccccc2)nc2ccccc12	10	2.7	-2	-15	9	11	-1	-8	-8.1	-3.7
CCOCC(=O)Nc1ccc2c(c1)OCCO2	-12	0.0	-2	-4	2	14	24	0	·	-0.3
COc1cccc(N=c2oc3cc(O)ccc3cc2C(=O)NCC2CCCO2)c1 (stereo not drawn)	-9	1.2	3	-12	-20	-15	-9	-9	0.9	i
COc1cc(C2CC(=O)Oc3cc(O)ccc32)cc(OC)c1OC (stereo not drawn)	9	11	·	·	-3	·	-2	4	-1.0	-0.6
CCNC(=O)NC(=O)C(C)SCc1ccccc1C (stereo not drawn)	-4	-0.1	-1	-7	-3	-2	-2	1	·	-0.1
COc1ccc(S(=O)(=O)N(Cc2ccco2)Cc2cc3ccccc3[nH]c2=O)cc1	8	0.9	4	-15	1	6	-2	26	1.3	-0.4
O=c1c2cc(Br)ccc2nc2n1CCCCC2	-7	-1.5	0	-1	-14	23	-1	1	·	i
CNS(=O)(=O)c1ccc(CCC(=O)N2CCOCC2)cc1	7	0.2	1	-3	-1	·	-6	-1	0.7	-0.8
CCCN(CCO)Cc1cccc(Cl)c1	0	0.1	-4	5	-7	13	2	4	3.8	-0.4
COc1cc(OC)cc(-c2c(-c3cccs3)c3cc(-c4ccc(CN5CCOCC5)cc4)ccc3n2C)c1	-1	-1.9	·	-3	9	·	-1	3	-1.3	1.6
Cn1nnnc1SCCOc1ccc(C#N)cc1	2	-1.0	0	-5	9	19	-5	-3	·	-1.0
CC(C)(/C=N/NC(=O)CSCc1ccccc1Cl)CCC#N	6	4.5	-2	-4	·	6	0	4	·	-0.3
CCc1c(C2(O)CCCCC2)[nH]c2ncccc12	1	-1.2	·	2	17	·	-10	11	1.8	i
COC(=O)C1CCN(C(=O)c2oc3c(Cl)cc(C)cc3c2C)CC1	-4	4.0	-3	-6	-8	-13	-3	13	2.5	i
COc1ccc(C(=O)CSC#N)cc1OC	10	19	3	-1	3	38	-1	-6	1.1	i
O=C(NCCC1=CCCCC1)c1ccc(F)cc1	-12	3.7	-1	-7	-29	3	2	-3	·	1.5
COc1cc(NC(=O)c2cc(C)nc3ccccc23)cc(OC)c1	9	1.4	-2	-5	-1	10	5	5	3.7	-0.2
O=C(Nc1cccc(-c2ccc3nncn3n2)c1)C(F)(F)F	9	0.6	-7	-1	0&-10	18	3	-1	-0.3	-2.2
Cc1ccc(N(C(=O)CNC(=O)c2cccs2)C(C(=O)NC2CCCC2)c2ccncc2)cc1 (stereo not drawn)	-4	-0.4	-4	-6	-10	18	-2	0	1.4	i
C/C(=N\NC(=O)c1ccccc1)c1ccc2c(c1)OCO2	6	-0.4	-2	2	·	-10	2	-1	·	7.1

Next compounds follow:
SMILES	MazEF act	PfHsp40 yeast	3CLpro inhibitor	Rv3671c protease	SSB-PriA inh	VHR inh abs	Anthrax LF inh2	Y pestis TopoI	TcdB GH inh	BH1578 lux ind
Cc1ccc(S(=O)(=O)N2CCCC2CNC(=O)C(=O)NC2CC2)cc1 (stereo not drawn)	-1	0.5	·	-10	-6	·	4	4	2.0	i
COc1cc(N)c(Cl)cc1C(=O)OCC(=O)c1cccs1	6	-0.5	1	-9	-17	-41	-7	6	-2.6	-0.2
Cc1cccc(C(c2c(C)nn(-c3ccccc3)c2N)c2c(C)nn(-c3ccccc3)c2N)c1	-2	-1.1	-1	-4	20	47	-2	0	·	-0.3
Cc1noc(C)c1NC(=O)N(C)C[C@@H]1Oc2ncc(C#CC3CC3)cc2C(=O)N([C@@H](C)CO)C[C@@H]1C	6	·	·	·	·	·	-2	-1	-0.3&-0.4&-0.3	-0.4
CC(/C=N/n1c(-c2ccco2)n[nH]c1=S)=C\c1ccco1	2	0.8	0	3	·	0	-2	-1	·	-0.5
COc1ccc(NC2CCCN(C(=O)c3ccccc3-c3ncc[nH]3)C2)cc1 (stereo not drawn)	-3	·	·	·	·	·	-7	2	3.4	-0.7
Cc1cc(C)nc(NC(C)(C)C(=O)O)n1	6	-0.1	0	3	-15	2	-4	-2	0.0	-0.3
CN(C)c1cccc(C(=O)NNC(=O)CSc2ccccc2)c1	1	-0.4	0	-5	12	11	2	6	6.9	-0.3
O=C(CC(C(=O)O)c1ccccc1)Nc1cccc2ccccc12 (stereo not drawn)	0	-1.2	4	-4	-2	2	0	1	·	3.4
Cc1nnc(SCC(=O)N2CCOCC2)c2ccccc12	-5	-0.3	1	-7	1&-10	12	4	4	·	i
CCCCOc1ccc(/C=C/C(=O)N(CC)CC(=O)Nc2ccc3c(c2)OCCO3)cc1OC	-5	4.6	·	-5	12	·	-4	2	0.7	-0.9
O=C1CCCC2=C1C(c1cccs1)n1nc(SCc3ccccc3)nc1N2 (stereo not drawn)	2	-0.7	3	1	-4	12	-1	1	·	i

By substructure, the entries above containing an NH in an aromatic ring.
SMILES	MazEF act	PfHsp40 yeast	3CLpro inhibitor	Rv3671c protease	SSB-PriA inh	VHR inh abs	Anthrax LF inh2	Y pestis TopoI	TcdB GH inh	BH1578 lux ind
Cc1cccc(NS(=O)(=O)c2cnc[nH]2)c1	3	-0.9	-3	4	9	40	1	-3	·	-0.2
COCCN(C(=O)COC(=O)COc1ccc2ccccc2c1)c1c(N)n(Cc2ccccc2)c(=O)[nH]c1=O	9	-1.5	·	·	-13	·	6	6	0.3	-0.3
CCc1ccccc1-n1c(-c2ccncc2)n[nH]c1=S	-1	0.4	-3	-1	-3	-2	-3	-1	2.4	-0.2
O=C(/C=C/c1ccc(F)cc1)NC(Cc1c[nH]c2ccccc12)C(=O)O (stereo not drawn)	1	-0.6	5	10	4	-2	-5	-9	1.2	i
COc1ccc(S(=O)(=O)N(Cc2ccco2)Cc2cc3ccccc3[nH]c2=O)cc1	8	0.9	4	-15	1	6	-2	26	1.3	-0.4
CCc1c(C2(O)CCCCC2)[nH]c2ncccc12	1	-1.2	·	2	17	·	-10	11	1.8	i
CC(/C=N/n1c(-c2ccco2)n[nH]c1=S)=C\c1ccco1	2	0.8	0	3	·	0	-2	-1	·	-0.5
COc1ccc(NC2CCCN(C(=O)c3ccccc3-c3ncc[nH]3)C2)cc1 (stereo not drawn)	-3	·	·	·	·	·	-7	2	3.4	-0.7

High-throughput results as filed in PubChem BioAssay.
